# SENP1 FRET inh: inhibitors of human SENP1 SUMO protease catalytic domain; Q9P0U3; recombinant SENP1 catalytic domain, CyPet-SUMO1-YPet FRET cleavage; inhibition, % at 10 µM; 360,000 tested, 0.21% active;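 active = inhibition at least 30% at 10 µM, raw YFP signal under a set limit, fluorescence ratio 0.5 to 1.5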;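 also: 0% = enzyme with DMSO and 100% = no enzyme wells; some results filed as inactive read as strong as hits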
#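 Material – human SENP1 catalytic domain · Input – SENP1 enzyme, 20 pM final · Compound dosing – single concentration of 10 µM compound, 0.5% DMSO final · Timing – enzyme reaction for 50 min at room temperature, dark · Measured by – FRET fluorescence in CFP and YFP emission channels · Control set – no-enzyme wells low, DMSO-plus-enzyme wells high control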
# UBC13 inh: human UBC13 polyubiquitination inhibition; P61088; UBC13 polyubiquitin chain formation, TR-FRET; inhibition, % at 20 µM; 330,000 tested, 0.47% active; AID 485273; in the data active = inhibition above about 45%, passing the limit was not always enough
# Target sequence (P61088 whole entry, looked up): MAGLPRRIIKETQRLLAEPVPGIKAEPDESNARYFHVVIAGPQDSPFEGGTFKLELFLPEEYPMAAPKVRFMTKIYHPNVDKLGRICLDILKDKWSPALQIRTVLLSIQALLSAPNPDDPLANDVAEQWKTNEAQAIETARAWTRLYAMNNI
# SENP8 block-1: inhibitors of human SENP8 protease; inhibition, % at 10 µM; purified SENP8, Z-RLRGG-aminoluciferin cleavage, luminescence; 330,000 tested, 1.2% active; AID 2540; Q96LD8; in the data active = inhibition above about 50%
# SENP7 inh: SENP7 protease inhibition. recombinant SENP7, Z-RLRGG-aminoluciferin luminescence, 40 min. inhibition, % at 5 µM. 330,000 tested, 1.5% active. AID 434973;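 active = inhibition above about 50% at the single test dose, limit read from the data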;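 also: plate controls were DMSO with enzyme for no effect and no enzyme buffer wells for full effect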
# Target sequence (Q9BQF6 706-1050 limits assumed): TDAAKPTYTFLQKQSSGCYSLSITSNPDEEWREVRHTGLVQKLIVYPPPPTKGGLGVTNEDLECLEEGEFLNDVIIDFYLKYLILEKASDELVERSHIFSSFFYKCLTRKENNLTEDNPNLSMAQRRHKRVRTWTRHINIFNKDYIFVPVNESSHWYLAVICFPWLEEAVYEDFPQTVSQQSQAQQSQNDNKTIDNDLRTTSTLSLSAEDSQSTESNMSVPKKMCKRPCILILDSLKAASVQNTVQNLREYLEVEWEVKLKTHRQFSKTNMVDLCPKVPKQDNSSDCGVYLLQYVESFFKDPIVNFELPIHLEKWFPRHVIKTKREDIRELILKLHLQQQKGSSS
# SENP6 block: blocks the human protease SENP6. Q9GZR1. Recombinant SENP6 catalytic domain, aminoluciferin luminescence. inhibition, % at 10 µM. 330,000 tested, 1.8% active;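 active = inhibition above about 50% at the single tested dose, limit read from the data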;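 also: plate controls were DMSO wells with enzyme for no effect and DMSO wells lacking enzyme for full effect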
# A3G deaminase: inhibitors of human APOBEC3G DNA deaminase; recombinant A3G, ssDNA deamination FAM/TAMRA fluorescence; 330,000 tested, 0.28% active; inhibition, % at 20 µM; Q9HC16;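 active = inhibition of at least 40% at 20 µM, with no more than 30% in the related APOBEC3A deaminase screen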;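 also: plate controls were DMSO wells with A3G for no effect and wells lacking A3G enzyme for full effect; some compounds called inactive have numbers as strong as hits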
# Target sequence (Q9HC16 whole entry, looked up): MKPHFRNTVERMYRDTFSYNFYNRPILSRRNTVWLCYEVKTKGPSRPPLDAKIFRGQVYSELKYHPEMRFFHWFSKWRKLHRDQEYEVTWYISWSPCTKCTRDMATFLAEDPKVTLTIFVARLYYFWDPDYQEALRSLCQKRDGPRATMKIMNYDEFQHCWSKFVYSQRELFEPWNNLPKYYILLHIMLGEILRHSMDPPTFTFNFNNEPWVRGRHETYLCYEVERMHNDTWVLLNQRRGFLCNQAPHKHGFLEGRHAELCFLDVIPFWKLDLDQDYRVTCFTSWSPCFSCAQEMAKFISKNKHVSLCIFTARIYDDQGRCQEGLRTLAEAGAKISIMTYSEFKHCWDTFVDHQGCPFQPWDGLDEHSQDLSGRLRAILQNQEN
# SENP8 block-2: inhibitors of human SENP8 protease. 360,000 tested, 0.64% active. Q96LD8. AID 602440. recombinant SENP8, Nedd8 substrate fluorescence. inhibition, % at 20 µM; in the data active = inhibition mostly above about 40%, no sharp cut-off; inactive = mostly below about 27%
# Apaf1 inhib: human Apaf-1 inhibition; O14727; reconstituted apoptosome caspase-3 activity, DEVD-Rh110 fluorescence; inhibition, % at 20 µM; 330,000 tested, 0.71% active; active = inhibition of at least 40% at 20 µM;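 also: plate controls were DMSO wells for no effect and DEVD-CHO caspase inhibitor wells for full effect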
#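 System: Apoptosome proteins | Medium: Hepes pH 7.5 with detergent and BSA | Also added: Cytochrome c trigger plus (Z-DEVD)2-Rh110 caspase-3 substrate | Incubation: 30 min compound preincubation, 50 min activation, room temperature | Detection: Rhodamine 110 fluorescence at Ex 480/Em 540 nm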
# Starred values were filed as active, the others as inactive; nt = no result given.
SMILES,SENP1 FRET inh,UBC13 inh,SENP8 block-1,SENP7 inh,SENP6 block,A3G deaminase,SENP8 block-2,Apaf1 inhib
COc1ccc(Cc2nnc(SCC(=O)c3c(N)n(C4CC4)c(=O)[nH]c3=O)o2)cc1,2,0,-9,-3,-2,-9,7,-7
CCOc1ccc(NC(=O)CC2NCCNC2=O)cc1 (configuration not stated),-2,4,-9,1,-12,-7,5,1
Cc1ccc(S(=O)(=O)C2(C(=O)N3CCN(c4ccccc4F)CC3)CC2)cc1,0,2,0,-2,18,-9,9,3
O=C(CCN1C(=O)S/C(=C\c2ccccc2)C1=O)N1CCCCC1,-1,-15,-6,-5,-6,0,15,4
O=C(NCCN1CCOCC1)C(=O)NCc1ccc2c(c1)OCO2,2,-2,16,6,6,1,16,11
Cc1cc(=O)oc2c1c(C)nn2-c1cccc(Cl)c1,4,6,4,6,16,-2,-1,3
Cc1c(C(=O)N2CCN(C)CC2)oc2c1C(=O)CC(C)(C)C2,0,-4,-5,2,-12,-2,14,3
CCOc1ccccc1CNC(=O)C1CCN(C(=O)N2CC(C)Oc3ccc(C)cc32)CC1 (configuration not stated),2,-6,4,0,5,-5,7,5
Cc1nnc(NC(=O)CCSCCC(=O)Nc2nnc(C)s2)s1,-11,-18,-5,-5,-9,5,-16,-2
Cc1ccc(NC(=O)/C=C/c2cccs2)c([N+](=O)[O-])c1,3,-15,-13,30,5,-6,20,4
OC(COCc1ccc2c(c1)OCO2)CN1CCC(Cc2ccccc2)CC1 (configuration not stated),2,9,0,0,-21,-7,28,4
CCNC(=O)COn1c(SCC(=O)NCC)nc2ccccc2c1=O,-1,-5,8,2,5,-7,1,11
Cc1ccc(C2(c3ccc(C)cc3)NC(=O)N(Cc3c(C)noc3C)C2=O)cc1,-1,-8,1,2,-7,2,15,11
Cc1cc2n(n1)C(c1ccsc1)Nc1ccccc1-2 (configuration not stated),-85,14,1,-1,11,-8,-146,15
Cc1ccccc1NC(=O)c1cc(S(=O)(=O)N2CCCCC2)cs1,0,4,-5,0,-11,-8,4,-25
COC(=O)Cc1ccc(Oc2ncc(C(F)(F)F)cc2Cl)cc1,0,-6,-9,0,-13,-5,18,7
COc1ccc(-c2csc(NC3OC(=O)c4c3ccc(OC)c4OC)n2)cc1OC (configuration not stated),1,-3,-14,-13,-20,0,12,3
O=C(CN1CCN(c2nc(-c3ccccc3)cs2)CC1)NCc1ccc2c(c1)OCO2,2,-3,-6,3,-4,-3,4,16
CC(=O)c1ccc(OCC(C)Oc2ccc(C#N)cc2)cc1 (configuration not stated),-2,-3,6,4,-1,-3,22,9
CS(=O)(=O)Nc1ccc(C(=O)Nc2ccc3c(c2)OCCO3)cc1,nt,-11,-16,-14,14,-9,nt,2
CSCCC(=O)N1CCC(n2nccc2NC(=O)CCc2ccccc2)CC1,3,-8,-8,-11,1,-16,10,6
O=C(NCc1ccco1)c1ccc(CN2CCOCC2)cc1,0,-3,-9,-6,-27,-4,6,0
Cc1cc(C)c(NC(=O)CNC(=O)Cc2ccc(S(=O)(=O)N3CCOCC3)s2)c(C)c1,-2,-9,6,6,3,-10,-1,-8
Cn1ncc(N=Cc2c(O)ccc3ccccc23)c1C(=O)Nc1cccc(Cl)c1,-31,-20,8,10,9,0,-22,2
O=C(Nc1ncccn1)c1ccc([N+](=O)[O-])cc1,4,-3,3,8,4,2,14,-5
Cc1ccc(-n2nc3c(=O)n(CCCC(=O)NCCc4ccccc4C)nc(C)c3c2C)cc1,-1,-6,-1,9,-4,-2,4,2
Cc1cc(C(=O)Nc2ccccc2C(=O)O)oc1C,0,-7,47,13,64*,-3,2,9
CC(=O)c1cccc(NC(=O)COC(=O)c2ccc(S(C)(=O)=O)c([N+](=O)[O-])c2)c1,2,0,-2,4,-8,-14,12,1
CC(=O)c1cccc(OCC(=O)N2CCCc3ccccc32)c1,1,4,4,-4,29,-3,12,6
CC(C)(C)c1ccc(O)c(N=Cc2cc3c(cc2[N+](=O)[O-])OCO3)c1,-1,-20,8,-1,23,-4,-19,14

# Record cards (already shown):
# Record of `O=C(Nc1ncccn1)c1ccc([N+](=O)[O-])cc1` → SENP1 FRET inh = 4; UBC13 inh = -3; SENP8 block-1 = 3; SENP7 inh = 8; SENP6 block = 4; A3G deaminase = 2; SENP8 block-2 = 14; Apaf1 inhib = -5
# Record of `COC(=O)Cc1ccc(Oc2ncc(C(F)(F)F)cc2Cl)cc1` → SENP1 FRET inh = 0; UBC13 inh = -6; SENP8 block-1 = -9; SENP7 inh = 0; SENP6 block = -13; A3G deaminase = -5; SENP8 block-2 = 18; Apaf1 inhib = 7

# Other entries follow:
SMILES,SENP1 FRET inh,UBC13 inh,SENP8 block-1,SENP7 inh,SENP6 block,A3G deaminase,SENP8 block-2,Apaf1 inhib
Cc1ccc(NS(=O)(=O)c2coc(C(N)=O)c2)cc1F,0,-6,-3,-15,-17,-14,13,-7
COc1cccc(C(=O)CSc2nnc(COc3cccc4cccnc34)o2)c1,1,-5,-2,-5,-7,-1,7,1
CC(C)[C@@H](C(=O)N[C@@H](Cc1ccccc1)C(=O)O)N1C(=O)N2CCc3c([nH]c4ccccc34)[C@@]2(C)C1=O,2,-23,-7,14,-8,-8,13,3
O=C(CCNS(=O)(=O)c1ccc(Cl)cc1)N1CCCCCC1,1,1,3,1,3,-11,4,-6
CCc1ccc(/C=N/n2c(C)cc(C)c(C#N)c2=O)cc1,-1,-5,2,5,22,-2,-13,8
CC(C)OCCCNC(=S)NNC(=O)C(c1ccccc1)c1ccccc1,0,2,11,7,-1,-3,7,-2
CC(=O)c1ccc(NC(=O)CNCc2cccs2)cc1,1,2,1,13,-13,-1,5,2
Cc1cc(C)c(S(=O)(=O)n2c([N+](=O)[O-])cnc2C)cc1C,2,6,6,4,7,-1,13,0
O=Cc1ccc(N2Cc3ccccc3C2)cc1,1,15,54*,43,68*,-6,-45,7
COc1cc(C(=O)NNC(=O)c2ccco2)cc(OC)c1OC,0,-1,9,-1,-8,-8,12,-5
CC1OC(Nc2ccc(N=Nc3ccccc3)cc2)C(O)C(O)C1O (configuration not stated),1,-36,-8,3,-21,-7,15,7
CS(=O)(=O)N(Cc1ccccc1)c1ccc(C(=O)Nc2ccccc2C(=O)O)cc1,1,-2,-2,3,-5,-3,-28,7
Cn1nccc1C(=O)Nc1ccc(S(=O)(=O)N2CCCC2)cc1,0,-3,-11,12,-24,-4,3,4
NC(=O)C1CCCN(C(=S)Nc2cccc3ccccc23)C1 (configuration not stated),-1,-10,-11,10,8,0,-172,-4
CCCN1C(=O)C(Cc2nc3ccccc3c(=O)n2-c2ccccc2)c2ccccc21 (configuration not stated),1,-9,-8,-4,-15,-11,6,20
CCOc1ccc(N(CC(=O)NC2CCCCC2)C(=O)CCC(=O)Nc2ccccn2)cc1,2,5,-3,-3,-16,-13,9,-3
Cc1ccc(C)c2[nH]c(=O)c(CCNC(=O)CC(C)C)cc12,0,7,2,5,-3,-5,-67,5
CCCCn1c(=O)[nH]c(=O)c2c1nc(Cn1ncc(Cl)c(Cl)c1=O)n2CCC,-80,3,0,-3,14,-3,-97,6
COCCn1c(SCc2cc(=O)n3cc(C)ccc3n2)nc2ccccc2c1=O,nt,42,-8,9,21,-10,nt,-35
COC(=O)C(NC(=O)c1ccc(OC)cc1)(Nc1ncc(S(=O)(=O)c2ccc([N+](=O)[O-])cc2)s1)C(F)(F)F (configuration not stated),0,-14,1,6,14,-8,22,31
Cc1cc(C)c(S(=O)(=O)N2CCOC2CNC(=O)C(=O)NCCN(C)C)c(C)c1 (configuration not stated),1,8,-7,-11,6,-7,3,39
Cn1cc(CN2CCN(Cc3cccnc3)CC2)c(-c2ccc3c(c2)OCCO3)n1,-1,-20,-4,-5,9,5,8,2
CCCCOc1ccc(C(=O)N(Cc2ccccc2)C2CCS(=O)(=O)C2)cc1 (configuration not stated),0,10,-6,-9,-8,-8,11,2
COc1ccc(C(=O)CCN2CCC(C)CC2)cc1,3,-3,0,-4,11,-1,8,5
Cc1ccc(OCc2ccc(C(=O)Nc3nccs3)o2)cc1,0,10,-7,1,7,-4,-2,-9
CCOc1ccc(NC2=NCC(=O)N2CCc2ccccc2)cc1,1,3,9,-1,8,0,15,3
O=c1c(-c2ccccc2)c(-c2ccccc2)oc2cc(O)cc(O)c12,3,3,2,-2,-4,-7,19,10
CCN(CC)CCNC(=O)C(=O)NCC1OCCN1S(=O)(=O)c1ccc2c(c1)OCCO2 (configuration not stated),1,5,3,-6,2,-4,12,-10
Cc1ncc(CO)c(/C=N/Nc2ccc(C(F)(F)F)cn2)c1O,-21,-4,9,2,21,-11,-66,3
CCn1c(C)nc2cc(C(=O)NNC(=O)Nc3ccc(Cl)cc3)ccc21,2,-5,-8,-4,3,-4,-1,6
CC(NCc1ccc(F)cc1)C(=O)Nc1cc(S(=O)(=O)N2CCCCC2)ccc1Cl (configuration not stated),-1,-1,-5,-2,2,-3,0,-1
COc1cc(S(=O)(=O)NCCCN2CCOCC2)ccc1-n1cnnn1,4,-7,-8,-6,-4,-5,18,-2
Cc1ccc(N(CC(=O)NCc2ccco2)C(=O)CCC(=O)Nc2ccccn2)cc1C,0,11,0,1,4,-2,14,-4

# Arranged by length of the SMILES (lowest first): part of the list above
SMILES,SENP1 FRET inh,UBC13 inh,SENP8 block-1,SENP7 inh,SENP6 block,A3G deaminase,SENP8 block-2,Apaf1 inhib
COc1ccc(C(=O)CCN2CCC(C)CC2)cc1,3,-3,0,-4,11,-1,8,5
Cc1ccc(OCc2ccc(C(=O)Nc3nccs3)o2)cc1,0,10,-7,1,7,-4,-2,-9
CCOc1ccc(NC2=NCC(=O)N2CCc2ccccc2)cc1,1,3,9,-1,8,0,15,3
Cc1ncc(CO)c(/C=N/Nc2ccc(C(F)(F)F)cn2)c1O,-21,-4,9,2,21,-11,-66,3
Cc1ccc(C)c2[nH]c(=O)c(CCNC(=O)CC(C)C)cc12,0,7,2,5,-3,-5,-67,5
O=c1c(-c2ccccc2)c(-c2ccccc2)oc2cc(O)cc(O)c12,3,3,2,-2,-4,-7,19,10
COCCn1c(SCc2cc(=O)n3cc(C)ccc3n2)nc2ccccc2c1=O,nt,42,-8,9,21,-10,nt,-35
CCCCOc1ccc(C(=O)N(Cc2ccccc2)C2CCS(=O)(=O)C2)cc1 (configuration not stated),0,10,-6,-9,-8,-8,11,2
Cn1cc(CN2CCN(Cc3cccnc3)CC2)c(-c2ccc3c(c2)OCCO3)n1,-1,-20,-4,-5,9,5,8,2
CCCN1C(=O)C(Cc2nc3ccccc3c(=O)n2-c2ccccc2)c2ccccc21 (configuration not stated),1,-9,-8,-4,-15,-11,6,20
Cc1ccc(N(CC(=O)NCc2ccco2)C(=O)CCC(=O)Nc2ccccn2)cc1C,0,11,0,1,4,-2,14,-4
CCCCn1c(=O)[nH]c(=O)c2c1nc(Cn1ncc(Cl)c(Cl)c1=O)n2CCC,-80,3,0,-3,14,-3,-97,6
Cc1cc(C)c(S(=O)(=O)N2CCOC2CNC(=O)C(=O)NCCN(C)C)c(C)c1 (configuration not stated),1,8,-7,-11,6,-7,3,39
CCN(CC)CCNC(=O)C(=O)NCC1OCCN1S(=O)(=O)c1ccc2c(c1)OCCO2 (configuration not stated),1,5,3,-6,2,-4,12,-10
COC(=O)C(NC(=O)c1ccc(OC)cc1)(Nc1ncc(S(=O)(=O)c2ccc([N+](=O)[O-])cc2)s1)C(F)(F)F (configuration not stated),0,-14,1,6,14,-8,22,31

# Compound activity (PubChem)
